Assay outcomes: PubChem, National Center for Advancing Translational Sciences (NCATS)
D1 potentiator – human D1 dopamine receptor positive modulation; AID 504651; HEK293 TREx D1 cells, calcium flux, dopamine EC20 potentiation; potentiation, % at 10 µM; 360,000 compounds, 0.036% hits; in the data active means potentiation above about 30%; further: 0% is about no effect
Target sequence (P21728 whole entry, looked up): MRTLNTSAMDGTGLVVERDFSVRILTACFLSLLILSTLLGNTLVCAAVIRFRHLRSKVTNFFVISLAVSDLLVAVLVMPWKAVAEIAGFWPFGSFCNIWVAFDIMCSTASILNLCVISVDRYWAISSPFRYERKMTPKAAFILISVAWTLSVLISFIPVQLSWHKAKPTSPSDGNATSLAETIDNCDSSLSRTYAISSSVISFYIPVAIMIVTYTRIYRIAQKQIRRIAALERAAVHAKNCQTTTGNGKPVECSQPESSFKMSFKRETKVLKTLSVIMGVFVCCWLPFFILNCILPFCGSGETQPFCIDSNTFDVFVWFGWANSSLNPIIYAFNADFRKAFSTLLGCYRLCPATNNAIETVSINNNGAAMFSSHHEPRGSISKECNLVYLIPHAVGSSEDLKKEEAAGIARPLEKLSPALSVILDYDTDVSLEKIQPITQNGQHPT
D2 potentiator – D2 dopamine receptor (human) potentiation. P14416. HEK293 T-REx D2, calcium flux, EC20 dopamine potentiation. potentiation, % at 10 µM. 340,000 compounds, 0.34% hits. AID 485347;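 active means potentiation over 3 SD above the plate norm, cut at about 30% in these data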; further: 0% is about no effect
Target sequence (P14416 whole entry, looked up): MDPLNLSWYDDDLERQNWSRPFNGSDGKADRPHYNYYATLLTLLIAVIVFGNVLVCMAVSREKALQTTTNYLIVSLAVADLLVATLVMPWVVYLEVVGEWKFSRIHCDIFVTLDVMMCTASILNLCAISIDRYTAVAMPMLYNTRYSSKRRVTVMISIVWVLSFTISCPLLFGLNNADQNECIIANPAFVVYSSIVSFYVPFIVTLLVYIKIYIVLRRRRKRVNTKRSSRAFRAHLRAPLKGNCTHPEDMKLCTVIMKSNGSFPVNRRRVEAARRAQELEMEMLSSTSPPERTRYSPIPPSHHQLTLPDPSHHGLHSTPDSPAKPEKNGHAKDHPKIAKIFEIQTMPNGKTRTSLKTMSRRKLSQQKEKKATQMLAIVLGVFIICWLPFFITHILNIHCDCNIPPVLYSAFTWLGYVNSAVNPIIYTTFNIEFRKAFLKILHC
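Calcium flux readout, no-wash dye, 1 read/s. Inducible HEK293 Trex D2 line, overnight 30 C. Compound alone 180 s (agonist flags), then EC20 dopamine, another 180 s to score potentiation.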
Vif-APOBEC3F blk – Vif-A3F binding inhibition; 390,000 compounds, 0.2% hits; Potency, µM (highest dose often 46.1 µM), without a hit: at the highest dose activity, negative = active; HeLa A3F-eYFP + Vif (tagged APOBEC3F with the HIV-1 protein that degrades it), YFP fluorescence increase; further: potency means the concentration at half of the fitted maximal effect; % of control where 0% means no effect; nearly all actives have a fitted effect of over 65% in size
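HeLa cells stably expressing A3F-eYFP plus Vif, plated and incubated overnight at 37 deg C, then exposed to compounds overnight at 37 deg C. Blocked degradation read as raised yellow fluorescence (Ex 488/Em 500-530).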
RXFP1 antagonist – antagonists of human relaxin receptor RXFP1 | HEK293-RXFP1, relaxin-stimulated cAMP HTRF, 30 min; active compounds read low | activity change, negative = inhibition, % at 57.5 µM | Q9HBX9 | 350,000 compounds, 0.59% hits | AID 1259400;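 active means activity change of -60% or lower, but not beyond a set lower limit; inconclusive means change between -60% and -40%, or beyond the set limit; inactive means change above -40%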; further: on the % scale 0 is the no-effect control and ±100 the full control effect
D1 agonist – agonists of human D1 dopamine receptor. P21728. activation, % at 2 µM. HEK293 T-REx D1 cells, calcium flux, agonist mode. 360,000 compounds, 1% hits; in the data active means activation above about 30%; further: 0% is about no effect
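Tetracycline-induced HEK293 TREx D1 cells, force-coupled to calcium signalling, were dye-loaded with a no-wash calcium kit. Compound was pin-added after a 10 s baseline. Fluorescence was read kinetically at 1 cycle/s for 180 s, with calcium rises flagged as agonism.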
GRP78 ERSR act – ER stress response induction in glioma; AID 602332; Potency, µM, inactives show at the highest dose activation, hits mostly activators; U87-MG GRP78 promoter luciferase reporter, 16 h; 420,000 compounds, 0.02% hits; further: potency means the concentration at half of the fitted maximal effect; series mostly up to about 76 µM; % of control where 0% means no effect; nearly all actives have a fitted effect of over 35% in size
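Stably transfected U87-MG glioma cells carrying a GRP78-based luciferase sensor; 16 h compound incubation. Luminescence end-point read 10 min after Bright-Glo addition at room temperature.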
RXFP1 ag – activates the human relaxin receptor RXFP1; AID 2676; 370,000 compounds, 0.3% hits; Potency, µM (series often up to 57.5 µM), inactives show top-dose activation, usual class: activators; Q9HBX9; HEK293T-RXFP1 cAMP TR-FRET, 30 min; response scale: percent of porcine relaxin response, buffer zero; further: potency means the concentration at half of the fitted maximal effect; on the % scale 0 is the no-effect control and ±100 the full control effect; nearly all actives have a fitted effect of over 60% in size; many of its hits are not listed in these tables
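HEK293T cells stably expressing RXFP1 were pretreated with the PDE4 inhibitor Ro 20174, exposed to compounds for 30 min at 37C, lysed, and cAMP was read by TR-FRET. Data normalized to buffer (basal) and 29 nM porcine relaxin (100%).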
Vif-A3G inh – inhibitors of Vif-APOBEC3G interaction; Q9HC16; HeLa A3G-eYFP + Vif (tagged APOBEC3G with the HIV-1 protein that degrades it), YFP fluorescence, overnight; Potency, µM (doses to about 46.1 µM), inactives show at the highest dose activity, negative = active, hits mostly inhibitors; 410,000 compounds, 0.076% hits;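 further: potency means the concentration at half of the fitted maximal effect; on the % scale 0 is the no-effect control and ±100 the full control effect; nearly all actives have a fitted effect of over 60% in size; hits raise eYFP signal because A3G escapes Vif-driven loss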
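Read-out is eYFP fluorescence (Ex 488/Em 500-530) from Vif-expressing HeLa A3G-eYFP cells; more signal means A3G escaped Vif-mediated degradation. Cells plated overnight, compound pinned in, incubated overnight at 37 deg C.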
D1 antagonist – antagonists of human D1 dopamine receptor | AID 504652 | 360,000 compounds, 3.2% hits | HEK293 TREx D1 cells, calcium flux, dopamine EC80; active compounds read low | activity change, negative = inhibition, % at 10 µM | P21728; in the data active means activity change below about -30%; further: on the % scale 0 is the no-effect control and ±100 the full control effect
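Calcium flux readout: force-coupled, inducible Hek293 Trex D1 line, cells induced overnight at 30 C with tetracycline, dye-loaded 30–90 min at RT. Antagonism scored against EC80 dopamine challenge given 180 s after compound.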
The depositor's hits bear a star; ? = inconclusive; . = no result given; & = joins results of further samples. Unless noted, the call rests on the fitted dose curve; in most records, active means well fitted curve in the direction sought with a large enough effect; inconclusive means small, poorly fitted or top-dose-only effect, or another doubt; inactive means no such curve, though single readings can be large; an effect the other way counts as inactive or inconclusive. This is a subset (hit frequency here may not be typical).

nr | smiles | D1 potentiator | RXFP1 antagonist | RXFP1 ag | D1 antagonist | Vif-A3G inh | Vif-APOBEC3F blk | D1 agonist | D2 potentiator | GRP78 ERSR act
1 | Cc1ccc(S(=O)(=O)N2CCN(C(=O)c3cc(=O)[nH]c4ccccc34)CC2)c(C)c1 | 4 | -4 | 1.9% | -2 | -4% | 1% | 0 | 0 | -6%
2 | COc1cc2c(cc1OC)C(c1ccc(-c3ccc(Cl)c(Cl)c3)o1)=NCC2 | -6 | -6 | -0.1% | -4 | -7%&-13% | -10% | 5 | -3 | 0%&-8%
3 | Cc1cccc(N2C(=O)N3[C@H](c4ccc(F)cc4)[C@@H]4C(=O)N(C5CCCCC5)C(=O)[C@@H]4[C@]3(Cc3ccc(Cl)cc3)C2=O)c1 | 1 | . | 1.5% | -21 | -1% | 0% | 3 | 4 | -5%
4 | O=C(CCCn1c(=O)oc2ccccc21)N1CCN(c2ccccn2)CC1 | -13 | 0 | 1.0% | -19 | 1% | 0% | 6 | -1 | -2%
5 | COc1cc(/C=C(\CC(=O)O)c2nc3ccccc3s2)cc(OC)c1O | -6 | -7 | 4.3% | 5 | 1% | 9% | 3 | 2 | 1%
6 | CCC(NC(=O)Nc1cc(C)on1)(C(F)(F)F)C(F)(F)F | -7 | 0 | 0.2% | 2 | -1% | -5% | 3 | -10 | 1%
7 | CCc1ccc(C(=O)NNc2ccccc2F)cc1 | -1 | 1 | -1.1% | -9 | -17% | 8% | -1 | -5 | 6%
8 | CC(C)N(CCCNC(=O)C1CCN(C(=O)c2cc3sccc3n2C)CC1)Cc1ccccc1 | -5 | -7 | 0.2% | -12 | 2% | 1% | 5 | 9 | -6%
9 | O=C(CN1C(=O)N/C(=C\c2ccccc2OCc2ccc(C(=O)O)cc2)C1=O)Nc1ccc(F)cc1 | . | -2 | -1.3% | -5 | 1% | -16% | 3 | 12 | -3%
10 | O=C(NNS(=O)(=O)c1ccccc1F)c1ccccc1-n1cccc1 | -5 | -3 | 2.2% | -17 | 2% | -7% | 0 | 1 | -4%
11 | CCC1(CC)C(=O)NC(=O)NC1=NCCc1c[nH]c2ccccc12 | -4 | 6 | 1.4% | -11 | -4% | -1% | -1 | 0 | -5%
12 | Cn1c(=O)c(=O)n(C)c2cc(S(=O)(=O)N3CCN(Cc4ccccc4)CC3)ccc21 | -7 | 4 | 0.9% | -8 | 1% | 0% | 2 | -8 | -3%
13 | O=C(O)c1nc(NCc2ccccc2)ncc1Cl | 12 | 6 | -5.2% | 22 | 3% | -5% | 0 | 10 | -1%
14 | Cc1nc2ncccn2c1-c1csc(Nc2cccc(C(=O)O)c2)n1 | 0 | -5 | 4.3% | -14 | 0% | 5% | 2 | 0 | -2%
15 | Cc1[nH]n(-c2ccccc2)c(=O)c1/C=C1/C=c2ccccc2=N1 | -10 | 2 | 1.0% | -3 | -18% | -2% | 0 | -4 | 2%
16 | COc1ccc(/C=N/N2CCN(c3ccccc3OC)CC2)cc1Br | -18 | -30 | 2.8% | -10 | 2% | -21% | 2 | 5 | 4%
17 | C=CCOc1c(Br)cc(/C=N/n2c(CC)n[nH]c2=S)cc1Br | 5 | -9 | -0.4% | -5 | -22% | -7% | 1 | -3 | -8%
18 | COc1ccc(NC(=O)C(C)(C)Oc2ccc(Cl)cc2)cn1 | 0 | 2 | 2.9% | -7 | -1% | -15% | -1 | -10 | -3%
19 | CC(Oc1ccc(/C=N/NC(=O)Cc2cccc3ccccc23)cc1)C(=O)O (configuration not stated) | -3 | -1 | 2.6% | -8 | 2% | 2% | 1 | 2 | -6%
20 | O=C(Oc1ccc(C(=S)N2CCOCC2)cc1)c1cccc(Cl)c1 | -3 | -24 | -0.6% | -12 | -5% | -9% | 6 | 9 | -8%
21 | Cc1nn(C)c(C(=O)N/N=C/c2ccc(-c3ccccc3)cc2)c1Cl | -2 | -5 | -1.2% | -9 | -10% | -2% | 2 | -3 | -7%
22 | Cc1ccc(S(=O)(=O)NCc2ccccn2)c(C)c1 | -2 | 0 | 0.6% | 1 | -6% | -7% | 3 | -5 | -1%
23 | CCc1cccc2sc(NC(=O)c3ccc(N4C(=O)CCC4=O)cc3)nc12 | 0 | -4 | 2.7% | 7 | 1% | -2% | 1 | 5 | 0%
24 | COc1ccc(CCNC(=O)CSc2ccccn2)cc1OC | -2 | -1 | 1.2% | 22 | 5% | 3% | 6 | -2 | -2%
25 | O=c1[nH]cnc2onc(-c3ccc(F)cc3)c12 | 2 | 0 | 0.1% | -7 | -1% | 5% | 2 | -15 | -6%
26 | Cc1ccc(SCC(=O)Nc2ccc3oc(-c4cccc(Cl)c4)nc3c2)cc1 | 0 | 6 | 0.8% | 9 | . | . | 4 | 13 | .
27 | C=C(C)COc1ccc2c(C)c(CC(=O)N3C[C@H]4C[C@@H](C3)c3cccc(=O)n3C4)c(=O)oc2c1 | -1 | . | 0.0% | -21 | -3% | 2% | 0 | -7 | -1%
28 | COc1ccc(C2CC(=O)C3=C(C2)Nc2ccccc2N(C(=O)CCC(=O)O)C3c2ccc(F)cc2)cc1 (configuration not stated) | -2 | 7 | 3.8% | 2 | 1% | -7% | 1 | -3 | 1%
29 | Cc1noc(C)c1COC(=O)CCOc1ccccc1 | -1 | 10 | 1.6% | 12 | 0% | -3% | 5 | -4 | 0%
30 | CC(NC(=O)NC1CCCCC1)c1ccccc1 (configuration not stated) | -4 | 2 | 2.6% | -9 | -5% | -2% | 1 | 4 | -4%
31 | CCOC(=O)N1CCC(N(C(=O)Nc2ccc(Cl)c(Cl)c2)C(C)CC)CC1 (configuration not stated) | -1 | 18 | 2.1% | -15 | -3% | -2% | -1 | -6 | 0%
32 | O=C(CCc1ccccc1)Nc1nnc(-c2cccs2)o1 | 5 | . | 0.5% | -8 | -5% | 2% | 0 | -1 | 2%
33 | Cc1cc(N2CCCC2)nc2ccc(NC(=S)NCCCN3CCC(C)CC3)cc12 | -3 | -26 | 6.5% | 5 | 0% | -9% | 8 | -11 | -4%
34 | Cc1nc(C)c(C(=O)N2CCCC(CCC(=O)NCc3ccc(F)c(F)c3)C2)s1 (configuration not stated) | 6 | -3 | 0.5% | -5 | 7% | 15% | 2 | 22 | -2%
35 | CCCN1C(=O)C(O)(CC(=O)c2ccc(OC)c(OC)c2)c2ccccc21 (configuration not stated) | 0 | -6 | 1.7% | -12 | 10% | 11% | 22 | -8 | -3%
36 | CC(=O)Nc1ccc2c3c(cccc13)C(=O)N(c1ccccc1)C2=O | -5 | -18 | 15% | -14 | 5% | ? | -1 | 12 | -1%
37 | CC(=O)Nc1c(C)nn(-c2ccccc2)c1N1CCC(C(=O)Nc2ccc(Cl)cc2C)CC1 | -1 | -1 | 1.8% | 3 | 4% | 1% | 4 | -4 | 3%
38 | CCc1cc(=O)oc2cc(C)cc(OC(C)C(=O)NCc3cccnc3)c12 (configuration not stated) | 0 | 14 | 5.5% | 4 | 3% | 3% | 1 | 1 | 0%
39 | O=c1c2c(-c3cccs3)csc2ncn1/N=C/c1ccccn1 | . | -5 | . | . | -3% | 0% | . | . | -1%
40 | COCCNCCOCCOc1cccc(OC)c1 | -8 | -2 | -0.6% | 13 | 0% | 3% | 3 | 1 | -2%
41 | CCOc1ccc(N(Cc2cc3ccc(C)cc3[nH]c2=O)S(=O)(=O)c2ccccc2)cc1 | -1 | 6 | 0.2% | 6 | -17% | -6% | 1 | -2 | -2%
42 | Cc1ccsc1CN(C)C(=O)CCc1nnc(COc2ccccc2)o1 | 2 | -2 | 3.6% | 3 | 5% | 2% | 1 | 6 | 4%
43 | CCn1c(C(O)c2cccc(OC)c2OC)nc2ccccc21 (configuration not stated) | -4 | 10 | 0.2% | -7 | 2% | -3% | 4 | -2 | -5%
44 | O=C1c2ccccc2C(=O)N1/N=C/c1ccc(O)c(O)c1O | -6 | -35 | 0.8% | 7 | 1% | 1% | 3 | -3 | 2%
45 | O=C(CCC(=O)NNC(=S)Nc1ccccc1)NCc1ccccc1 | -6 | 2 | 4.0% | 10 | 2% | -5% | 1 | -11 | -2%
